# Bioassay records as filed in PubChem.
# Pf growth 48h = inhibits P. falciparum growth in the first generation, 48 h; Potency, µM (titrated, usually from 28.7 µM), for the others: at the highest dose activity change, negative = inhibition, actives largely listed as inhibitors; P. falciparum luciferase growth in erythrocytes, 48 h; 310,000 tested, 5.9% active; further: potency means the concentration at half of the fitted maximal effect; on the % scale 0 is the no-effect control and ±100 the full control effect
#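 Firefly luciferase activity from engineered P. falciparum reports growth; inhibitors lower the luminescent signal. Cultures contained 2% hematocrit erythrocytes at 0.1% final parasitemia.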
# TbPYK inhibitor = inhibitors of Trypanosoma brucei pyruvate kinase; AID 624173; TbPYK enzyme, Kinase-Glo Plus ATP luminescence, 45 min; Potency, µM (doses to about 76.8 µM), for inactives: at the highest dose activity, negative = inhibition, usual class: inhibitors; Q57TT1; 410,000 tested, 0.12% active; further: potency means the concentration at half of the fitted maximal effect; on the % scale 0 is the no-effect control and ±100 the full control effect; nearly all actives have a fitted effect of over 50% in size
#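 Screened from lowest to highest concentration, compounds were pinned into TbPYK/substrate mixtures, and ADP (130 uM final) was added. Plates sat at room temperature for 45 min prior to Kinase-Glo Plus detection by luminescence.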
# LmPK inhibitor = LmPK (Leishmania mexicana) enzyme inhibition; purified LmPK, Kinase-Glo ATP luminescence, 1 h; Potency, µM (series often up to 57.5 µM), inactives show at the top dose activity change, negative = inhibition, usual class: inhibitors; 290,000 tested, 0.37% active; further: potency means the concentration at half of the fitted maximal effect; on the % scale 0 is the no-effect control and ±100 the full control effect
# Target sequence (Q27686 whole entry, looked up): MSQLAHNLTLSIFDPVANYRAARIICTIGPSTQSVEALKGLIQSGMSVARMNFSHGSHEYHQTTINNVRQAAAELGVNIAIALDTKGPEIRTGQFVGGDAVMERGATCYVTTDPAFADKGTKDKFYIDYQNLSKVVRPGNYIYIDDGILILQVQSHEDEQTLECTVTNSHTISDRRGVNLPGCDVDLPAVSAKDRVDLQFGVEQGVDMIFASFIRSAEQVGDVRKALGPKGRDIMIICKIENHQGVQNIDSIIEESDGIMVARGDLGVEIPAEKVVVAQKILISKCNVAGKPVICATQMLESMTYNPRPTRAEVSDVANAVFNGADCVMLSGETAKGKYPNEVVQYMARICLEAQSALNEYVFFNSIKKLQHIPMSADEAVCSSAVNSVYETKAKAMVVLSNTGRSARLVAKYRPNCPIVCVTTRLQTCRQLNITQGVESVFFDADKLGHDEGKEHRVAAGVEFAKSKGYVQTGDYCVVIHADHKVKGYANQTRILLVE
#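 Screened at intermediate enzyme activity to detect both inhibitors and activators: LmPK at 0.1 nM, with a 0.5 nM enzyme column as activation reference. PEP 0.5 mM, ADP 0.1 mM; ATP detected by luminescence after 1 h.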
# Shiga inhibitor = blocks Shiga toxin action in Vero cells. 290,000 tested, 9.2% active. inhibition, % at 38.7 µM. Vero cells, Shiga toxin protein synthesis inhibition reporter. AID 2315; in the data active means inhibition mostly above about 28%, no sharp cut-off; inactive means mostly below about 43%; further: 0% is about no effect
# AmpC no deterg = inhibitors of E. coli AmpC beta-lactamase without detergent | P00811 | AmpC nitrocefin hydrolysis, absorbance 480 nm, 0.0001% Triton | Potency, µM (top dose mostly 57.1 µM), inactives show at the top dose activity change, negative = inhibition, actives largely listed as inhibitors | 330,000 tested, 0.52% active | AID 485341;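 further: potency means the concentration at half of the fitted maximal effect; plate controls were no compound for no effect and no enzyme for full effect; nearly all actives have a fitted effect of over 20% in size; some results filed as inactive show a strong effect at the top dose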
# Target sequence (P00811 whole entry, looked up): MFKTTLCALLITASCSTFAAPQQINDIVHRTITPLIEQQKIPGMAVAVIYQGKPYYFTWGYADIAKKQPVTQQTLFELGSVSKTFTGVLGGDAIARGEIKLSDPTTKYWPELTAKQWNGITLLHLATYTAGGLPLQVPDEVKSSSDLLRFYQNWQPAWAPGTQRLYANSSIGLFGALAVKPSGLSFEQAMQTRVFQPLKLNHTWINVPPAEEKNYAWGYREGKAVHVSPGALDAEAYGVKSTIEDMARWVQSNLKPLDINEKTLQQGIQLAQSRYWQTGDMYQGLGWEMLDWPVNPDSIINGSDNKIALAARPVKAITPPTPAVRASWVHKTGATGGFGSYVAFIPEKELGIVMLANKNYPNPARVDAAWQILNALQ
#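 AmpC (5.3 nM in the dispensed reagent) in 20 mM phosphate pH 7.0 with 0.01% (detergent screen) or 0.0001% Triton X-100 was preincubated with compounds for 15 min at room temperature. Nitrocefin was then added from an 800 uM solution, and hydrolysis was followed at 480 nm.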
# Pf growth 96h = P. falciparum growth inhibition at 96 hours; 320,000 tested, 6.9% active; Potency, µM (series often up to 28.7 µM), without a hit: at the top dose activity change, negative = inhibition, actives largely listed as inhibitors; P. falciparum luciferase reporter growth, 96 h; further: potency means the concentration at half of the fitted maximal effect; on the % scale 0 is the no-effect control and ±100 the full control effect
#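 Compounds incubated with erythrocytes infected by luciferase-expressing P. falciparum (2% hematocrit, 0.05% parasitemia final) for 96 hours, 37 C in 5% CO2. Growth inhibition scored as decreased luciferase luminescence.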
# CHX counter = counter-screen for Shiga toxin inhibitors: cycloheximide protein synthesis inhibition | cell reporter, cycloheximide protein synthesis inhibition counterscreen | max response, % | 300,000 tested, 12% active | AID 2314; in the data active means max response mostly above about 13%, no sharp cut-off; inactive means mostly below about 14%; further: read at 38.3 µM for the half of the compounds with a filed dose; 0% is about no effect
# * = called active by the depositor; ? = inconclusive; nt = not tested or not shown; & = joins results of further samples; [ ] = remark or other dose. Unless noted, the call rests on the fitted dose curve; in most records, active means well fitted curve in the direction sought with a large enough effect; inconclusive means small, poorly fitted or top-dose-only effect, or another doubt; inactive means no such curve, though single readings can be large; an effect the other way counts as inactive or inconclusive.
# Every second line gives: Pf growth 48h, TbPYK inhibitor, LmPK inhibitor, Shiga inhibitor, AmpC no deterg, Pf growth 96h, CHX counter
COc1ccc(/C=C/C2=NC(=C\N(C)C)/C(=O)O2)cc1
→ 45%[activator], 5%, 2%, 107*, -10%, -2%, 43*
O=C(Nc1cccc(C(F)(F)F)c1)c1ccc2nc(N3C(=O)CCC3=O)sc2c1
→ 34%[activator], -2%, 3%, 2, 30%, 22%, -4
CC(C)(C)c1ccc(C(=O)NCCC(=O)Nc2cc(Cl)ccc2N2CCOCC2)cc1
→ 13µM*, -1%, nt, nt, 305%[activator], ?, nt
O=C1COc2ccc(C(=O)COC(=O)C3CC(O)CN3S(=O)(=O)c3ccc(Cl)cc3)cc2N1 (stereo not given)
→ 14%, 8%, 6%, 17, 12%, 22%, -1
O=C(NC1CCCCC1)C1CCN(c2nccs2)CC1
→ 11%, -5%, -2%, -6, -9%, 23%, -3
Cc1nc(NC(=O)Nc2ccc(Cl)cc2)sc1C
→ 71%[activator], 4%, -9%, 41*, -26%, ?, 27*
O=C(c1ccccc1)c1nnc(-c2ccncc2)o1
→ 3%, -18%, -28%, 44, -17%, nt, 9
CC1CCCC(C)N1CCCNC(=O)Cn1ncc2c([nH]c3ccccc32)c1=O (stereo not given)
→ 17%, 6%, 0%, -4, -19%, -3%, -2
CN(Cc1cccs1)C(=O)COc1cccc(-n2cnnn2)c1
→ 35%, 2%, -2%, 21, -10%, 0%, -2
CCOc1ccc(S(=O)(=O)N2CCCC(C(=O)NCc3cccnc3)C2)cc1 (stereo not given)
→ 1%, 12%, -3%, -6, 22%, 35%[activator], -3
C/C(=N\NC(=O)c1csc(C)c1C)c1ccc(C)s1
→ 93%[activator], -10%, -3%, 38*, -7%, -15%, 38*
COC(=O)c1cccc(NC(=O)CSc2nnnn2C)c1
→ 45%[activator], -1%, -5%, 47, -17%, -21%, 18
Cc1cc(Cl)ccc1OCC(=O)Nc1cccc(S(=O)(=O)N2CCCC2)c1
→ ?, -3%, nt, nt, -27%, ?, nt
O=C(CCl)Nc1ccc(Oc2cnc3ccccc3n2)cc1
→ 1.7µM*, 2%, 0%, 46, -23%, 0.74µM*, 30*
CN1CCN(C(=O)c2cccc(COc3cc(Cl)ccc3Cl)c2)CC1
→ 79%[activator], -3%, 0%, 103*, 158%[activator], nt, 48*
Cc1cc(C(=O)N/N=C/C=C/c2ccccc2[N+](=O)[O-])c(C)o1
→ 6%, 1%, -4%, 24, -38%, -15%, 4
CCOc1ccc(NC(=O)NNC(=O)C(C)Oc2ccccc2OC)cc1 (stereo not given)
→ 19%, -10%, 5%, -5, -6%, -6%, 9
CC1(C)C2CCC1(C)C(OC(=O)C[n+]1ccccc1)C2 (stereo not given)
→ ?, ?, -6%, -11, 2%, -9%, -2
Cc1ccc(C)c(SCC(=O)N(C)CC(=O)Nc2ccc(N3CCOCC3)cc2)c1
→ -14%, -3%, nt, nt, 10%, -7%, nt
O=C(c1cc(-c2cccnc2)nc2ccccc12)N1CCN(S(=O)(=O)c2cccs2)CC1
→ 12µM*, -5%, nt, nt, 69%[activator], 13µM*, nt
O=c1ccc(S(=O)(=O)N2CCC(Cc3ccccc3)CC2)c[nH]1
→ -9%, -13%, 2%, -9, -4%, 9%, -2
Cc1ccc(NCC(=O)Nc2cccc(S(=O)(=O)N(C)C)c2)c(Cl)c1
→ ?, 0%, 3%, 17, -25%, ?, -1
CCN=C1SC(CC(=O)NC(C)C)C(=O)N1CC (stereo not given)
→ 7%, -3%, -11%, -3, -11%, nt, -6
O=C(Nc1ccccc1Cl)c1cccc(COc2cc(Cl)ccc2Cl)c1
→ nt, -4%, -2%, 51*, -15%, 86%[activator], 42*
O=C(c1cc2ccccc2oc1=O)N1CCCCCCC1
→ 9%, -1%, -7%, 9, -8%, 0%, 3
CN(Cc1nc2ccccc2c(=O)[nH]1)C(=O)c1ccccc1OCc1ccc(Cl)cc1
→ ?, 3%, nt, nt, -9%, -14%, nt
CC1(C)OC(=O)C(=NNc2ccc(C(=O)O)cc2)C(=O)O1
→ 26%, 5%, 3%, 17, -3%, 7%, 15
CC(C)OCCCNC(=O)COc1ccc2oc3c(c2c1)CCCC3
→ -19%, -5%, -3%, 26, 203%[activator], 4.1µM*, 7
Fc1ccc(-c2nnc(NC3=NCCCCC3)o2)cc1
→ -87%, ?, 16µM*, -9, -5%, 20%, 19
Cc1cc(C(=O)N/N=C2\CC(=O)CC(C)(C)C2)c(C)n1-c1ccccc1
→ ?, 2%, 5%, 89*, -22%, ?, 87*
Cc1cc(C)cc(N2CCCn3c2nc2c3c(=O)n(CC(=O)OCc3ccccc3)c(=O)n2C)c1
→ ?, -3%, 5%, -16, -17%, 15%, -4
Cc1ccc(C2Nc3ccccc3C(=O)N2Cc2ccco2)cc1 (stereo not given)
→ ?, 0%, 0%, -4, -45%, 15µM*, 16
O=[N+]([O-])c1cc(S(=O)(=O)NC2=NCCCCC2)ccc1Cl
→ -22%, -3%, 2%, -2, -6%, -18%, 0
C=CCc1cccc2cc(C(=O)N(C)C)c(=O)oc12
→ 13%, -6%, -7%, -3, -15%, -4%, -3
O=C(COc1ccc([N+](=O)[O-])cc1)Nc1ccc2c(c1)CCC2
→ -3%, -11%, nt, nt, -25%, 55%[activator], nt
COc1ccc(CCNC(=O)c2c(C)nn(-c3ccccc3)c2Cl)cc1OC
→ -10%, 1%, -4%, -6, 24%, -20%, 0
CCOc1cc(C(=O)O/N=C(\N)c2ccc([N+](=O)[O-])cc2)cc(OCC)c1OCC
→ ?, 11%, 2%, 6, -4%, ?, -3
O=C(O)c1c(-n2cccc2)sc2c1CCCC2
→ 24%, 1%, -1%, 13, -12%, -9%, -5
Cc1ccc(OCCSCc2nc3ccccc3[nH]2)cc1
→ ?, -8%, 3%, -6, -17%, ?, -3
CCN1CCN(C(c2ccccc2)c2nnnn2Cc2ccc3c(c2)OCO3)CC1 (stereo not given)
→ 22%, 0%, -3%, -7, 13%, 19%, -3
COCc1ccc(CN2CCCCC2C(=O)Nc2ccc(Oc3ccccc3)nc2)o1 (stereo not given)
→ ?, -5%, -1%, 13, 44%, ?, 8
CSc1ccccc1NC(=O)Cn1ccsc1=N
→ 18%, -4%, 7%, -8, -26%, -5%, -3
O=C(c1cn(-c2ccccc2)nc1-c1cccc(Br)c1)N1CCOCC1
→ ?, -8%, 2%, 16, 164%[activator], 0%, 1
Cc1c(Cl)cccc1NC(=O)C1COc2ccccc2O1 (stereo not given)
→ 5%, 2%, 1%, nt, -20%, 87%[activator], 1
COc1ccc(/C=C/C(=O)NC(=S)N2CCN(c3ccccn3)CC2)cc1
→ 7%, -12%, 0%, 56*, -22%, 18%, 19*
O=C(NCc1ccccc1F)C1CCCN(C(=O)NC2CCCCC2)C1 (stereo not given)
→ 3%, -4%, 4%, -4, -8%, -23%[5.75 µM], 1
Cc1cc(NC(=O)CCc2ccc(C)o2)no1
→ 3%, -3%, 3%, -2, -5%, ?, -1
Cc1nnc(SCCn2c(N(C)Cc3ccccc3)nc3c2c(=O)[nH]c(=O)n3C)s1
→ nt, 5%, 1%, -7, -13%, ?, -7
Cc1onc(-c2c(F)cccc2Cl)c1C(=O)NCCO
→ -13%, 5%, 3%, -4, -1%, ?, -4
CN(C)c1ccc(O)c2c1CC1CC3[C@@H](N(C)C)C(=O)C(C(N)=O)=C(O)[C@]3(O)C(=O)C1=C2O (stereo not given in full)
→ 4.7µM*, -13%, -5%, -10, -22%, 0.33µM*, -2
O=c1[nH]c(=O)n([C@H]2C[C@H](O)[C@@H](CO)O2)cc1Br
→ 26%&-5%, 3%&0%, nt, nt, -13%, 42%&-20%[activator], nt
Cc1ccc2c(c1)cc(CN(Cc1cccnc1)C(=O)c1ccccc1)c1nnnn12
→ ?, 4%, 2%, -7, -3%, 45%[activator], 1
CCC(CC)C(=O)Nc1ccc(C(=O)Nc2cc(C)on2)cc1
→ 31%[activator], -8%, 2%, -2, -20%, 13%, -2
O=C(CSc1nc2cc(Cl)ccc2s1)c1ccco1
→ 39%[activator], -9%, 4%, 56, -37%, 10µM*, 20*
FC(F)(F)c1cccc(CNC2c3ccccc3-c3ccccc32)c1
→ ?, -1%, -2%, 8, -19%, ?, 1
COc1ccc2ccc(Oc3ncccn3)cc2c1
→ 53%[activator], 2%, -1%, 83, -19%, 25%, 19
O=C(NCc1ccc(F)cc1)c1c(O)c2cccc3c2n(c1=O)CCC3
→ 2%, -1%, 1%, -26, -20%, ?, -1
CC1CCCCN1S(=O)(=O)c1cccc2cccnc12 (stereo not given)
→ nt, -2%, 4%, 20, -19%, 25%, -1
Clc1ccc(COn2c(-c3ccc(Cl)cc3)nc3ccccc32)cc1
→ ?, -1%, -2%, -5, -18%, ?, -1
CC(=O)C1C(c2ccc(Br)cc2)c2c(noc2C)CC1(C)O (stereo not given)
→ 0%, 0%, 4%, -12, 20%, -10%, 2

# Only LmPK inhibitor and CHX counter, for some of the entries so far:
compound | LmPK inhibitor | CHX counter
CCN1CCN(C(c2ccccc2)c2nnnn2Cc2ccc3c(c2)OCO3)CC1 (stereo not given) | -3% | -3
COCc1ccc(CN2CCCCC2C(=O)Nc2ccc(Oc3ccccc3)nc2)o1 (stereo not given) | -1% | 8
CSc1ccccc1NC(=O)Cn1ccsc1=N | 7% | -3
O=C(c1cn(-c2ccccc2)nc1-c1cccc(Br)c1)N1CCOCC1 | 2% | 1

# New compounds follow
# Every second line gives: Pf growth 48h, TbPYK inhibitor, LmPK inhibitor, Shiga inhibitor, AmpC no deterg, Pf growth 96h, CHX counter
CCOC(=O)c1sc(NC(=O)CCN2CCOCC2)c(C(=O)OCC)c1C
→ 33%[activator], -9%, 3%, -4, -3%, 22%, -9
O=C(c1ccco1)N1CCN(C(=S)NCc2ccc(F)cc2)CC1
→ 8%, -3%, 1%, -5, 0%, 47%[activator], 1
OC(CNCc1ccncc1)c1ccccc1 (stereo not given)
→ 35%[activator], -4%, 0%, -6, -12%, -25%, -3
CC1(CCc2ccccc2)NC(=O)N(CC(=O)Nc2ccc(S(N)(=O)=O)cc2)C1=O (stereo not given)
→ -10%, 2%, 4%, 5, -34%, ?, -2
O=C(/C=C/c1ccccc1)NC1CCSC1=O (stereo not given)
→ 35%[activator], 11%, -7%, 70*, -15%, 10µM*, 39*
COc1ccccc1CNCC(=O)Nc1cc(S(=O)(=O)N2CCOCC2)ccc1Cl
→ ?, -3%, nt, nt, 89%[activator], ?, nt
N#Cc1ccc(NC(=O)CSc2n[nH]c(=O)n2C2CC2)cc1
→ 5%, -3%, nt, nt, -26%, 4%, nt
O=C1C2CCN(CC2)C1Cc1ccccc1O (stereo not given)
→ ?, -10%, 0%, -27, -1%, 32%[activator], -1
Fc1ccc(Oc2nnnn2-c2ccccc2)cc1
→ 11%, -2%, 0%, 2, -8%, 35%[activator], 0
COc1ccc2nc(C)cc(N3CCOCC3)c2c1
→ 7%, 4%, 5%, -11, 0%, 43%[activator], 0
CS(=O)(=O)Nn1cnc2ccccc2c1=O
→ 4%, -5%, -1%, -12, -8%, 176%[activator], 1
COc1ccccc1Nc1nc(N)nc(CSc2nncn2C)n1
→ nt, 1%, -2%, -30, -15%, 15%, 1
